Assay outcomes from PubChem.
Hsp70 activator – Hsp70 transcriptional activators, primary screen, cell-based, HeLa, Hsp70 promoter luciferase, luminescence, 10 µM | activation, % at 10 µM | AID 1203, 2008 | 200,000 tested, 0.04% active | HeLa Hsp70 promoter luciferase reporter; scaled: vehicle 0, proteasome-inhibitor control 100%;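 active = activation above the mean across all tested compounds plus 3 SD, cutoff set per campaign, cut at about 5.5% in these data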;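 note: 100% = MG132 at 30 µM as the positive control and 0% = DMSO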
STAT3 blocker – IL-6 driven STAT3 reporter inhibitors, primary screen, U3A cells, luciferase, luminescence, MLSCN library; 190,000 tested, 0.89% active; IL-6 STAT3-luciferase reporter; host cell line lacks STAT1; inhibition, % at 5.5 µM;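 active = inhibition above the mean inhibition across all screened compounds plus 3 SD, cut at about 44% in these data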;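 note: 0% = DMSO only wells and 100% = 100 µM nifuroxazide control wells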
TLR4-MyD88 BLA – inhibitors of TLR4-MyD88 association in cells, primary screen, cell-based, HeLa CL3-4, BLA complementation, FRET ratio | Toll-like receptor 4 (Homo sapiens) + Myeloid differentiation primary response protein … | HeLa CL3-4 TLR4/MyD88 BLA complementation | inhibition, % at 8.4 µM | 200,000 tested, 0.18% active; in the data active = inhibition above about 25%;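 note: 0% = vehicle and 100% = reference inhibitor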
Target sequence (O00206 whole entry, looked up): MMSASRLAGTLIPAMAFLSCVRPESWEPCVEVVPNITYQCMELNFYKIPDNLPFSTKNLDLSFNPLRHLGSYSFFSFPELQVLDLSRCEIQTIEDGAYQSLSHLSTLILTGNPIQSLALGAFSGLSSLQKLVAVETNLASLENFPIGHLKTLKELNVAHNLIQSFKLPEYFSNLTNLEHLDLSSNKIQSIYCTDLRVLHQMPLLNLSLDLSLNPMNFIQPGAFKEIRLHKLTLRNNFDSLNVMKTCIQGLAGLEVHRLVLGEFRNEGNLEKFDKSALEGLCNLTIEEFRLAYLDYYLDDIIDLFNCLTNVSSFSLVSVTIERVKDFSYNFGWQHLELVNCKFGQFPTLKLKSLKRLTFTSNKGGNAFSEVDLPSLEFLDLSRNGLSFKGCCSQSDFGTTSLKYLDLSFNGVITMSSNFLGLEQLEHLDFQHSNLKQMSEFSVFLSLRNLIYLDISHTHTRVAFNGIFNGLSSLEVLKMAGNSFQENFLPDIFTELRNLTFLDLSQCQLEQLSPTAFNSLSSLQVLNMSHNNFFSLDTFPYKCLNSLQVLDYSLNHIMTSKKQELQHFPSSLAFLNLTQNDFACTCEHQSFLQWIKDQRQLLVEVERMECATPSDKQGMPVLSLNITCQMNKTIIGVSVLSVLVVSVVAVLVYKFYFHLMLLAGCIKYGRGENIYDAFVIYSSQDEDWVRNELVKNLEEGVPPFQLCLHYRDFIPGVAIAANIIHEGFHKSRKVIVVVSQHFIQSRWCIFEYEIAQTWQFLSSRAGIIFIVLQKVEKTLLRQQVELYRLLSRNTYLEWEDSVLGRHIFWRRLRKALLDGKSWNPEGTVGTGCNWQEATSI
Target sequence (Q99836 whole entry, looked up): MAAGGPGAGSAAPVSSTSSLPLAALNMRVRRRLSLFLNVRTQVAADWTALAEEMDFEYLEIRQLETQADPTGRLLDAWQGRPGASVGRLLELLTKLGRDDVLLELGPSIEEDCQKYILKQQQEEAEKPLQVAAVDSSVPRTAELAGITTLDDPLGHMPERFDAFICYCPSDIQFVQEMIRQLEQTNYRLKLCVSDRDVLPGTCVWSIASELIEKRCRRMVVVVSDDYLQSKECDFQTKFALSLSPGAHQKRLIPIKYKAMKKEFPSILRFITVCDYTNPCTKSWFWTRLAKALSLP
STAT3 activator – IL-6 driven STAT3 reporter potentiators, primary screen, U3A cells, luciferase, luminescence, MLSCN library; activation (% of control), % at 5.6 µM; AID 871, 2007; IL-6 STAT3-luciferase reporter; 100% = signal with IL-6 EC80 alone; 190,000 tested, 0.91% active;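 active = activation above the screen-wide mean of compound activation plus 3 SD, cut at about 130% in these data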;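 note: 0% = background luminescence of wells with medium and substrate only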
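Test system: human U3A cells carrying STAT3-luciferase construct; control set: IL-6-only wells as 100% reference; timing: compound pre-incubation 1 h before IL-6, then 6 h stimulation at 37 °C; also added: IL-6 stimulus at 33 ng/mL final; evaluation: % activation versus median of IL-6-stimulated wells; detection: reporter luminescence signal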
NF-kB neuron act – activators of NF-kB expression in neurons, primary screen, cell-based, HTS. human neuronal cells, NF-kB reporter expression; stronger effect = higher value. fold change at 12.5 µM. 190,000 tested, 1.6% active. AID 1239, 2008; in the data active = fold change above about 3.3
DTT redox prof – compounds producing H2O2 with reducing agent – biochemical, NIH compound library profiling, artefact control for MLSCN library redox annotation, primary screen; activation, % at 10 µM; 200,000 tested, 0.03% active; DTT-dependent redox cycling H2O2, phenol red/HRP absorbance; 100% = 100 µM peroxide control, 0% = buffer;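 active = activation of at least 50% relative to the plate's high and low controls in the primary single-dose screen; inactive = activation below 50%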;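 note: compound incubated with DTT at 0.8 mM final as the reducing agent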
STAT1 blocker – STAT1 signaling inhibitors, primary screen, cell-based, HTS, luciferase reporter | NIH 3T3 STAT1-luciferase reporter, IFN-gamma, luminescence | inhibition, % at 5.5 µM | 200,000 tested, 0.35% active;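 active = inhibition above a set limit, the mean inhibition across all tested compounds plus 3 SD, cut at about 34% in these data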;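 note: 0% = IFN-gamma with DMSO and 100% = IFN-gamma with 300 µM nifuroxazide; values of inactives mirror those of a sister screen read the other way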
APP 5'UTR act – activators of APP 5'UTR luciferase reporter, primary screen, SH-SY5Y cells. activation, % at 2 µM. SH-SY5Y APP 5'UTR luciferase reporter, luminescence; zero percent = DMSO vehicle wells. 190,000 tested, 1% active;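 active = activation above a set limit, based on mean plus 3 SD of controls, cut at about 140% in these data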; note: values of inactives mirror those of a sister screen read the other way
STAT1 activator – STAT1 signaling activators, primary screen, cell-based, HTS, luciferase reporter. activation (% of control), % at 5.5 µM. NIH 3T3 STAT1-luciferase reporter, IFN-gamma, luminescence; 100% = IFN-gamma alone, no compound. AID 932, 2007. 200,000 tested, 2.6% active;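 active = activation above the screen-wide mean activation plus 3 SD, cut at about 130% in these data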;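 note: raw ratio to IFN-gamma control signal so 100% means no change and 0% no light; values of inactives mirror those of a sister screen read the other way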
Efa HMGR inh – inhibitors of E. faecalis class II HMGR, primary screen, biochemical, Enterococcus faecalis. HMG-CoA reductase (Enterococcus faecalis, mvaE). purified E. faecalis HMGR, NADPH absorbance 340 nm kinetic. inhibition, % at 10 µM. 190,000 tested, 0.41% active. AID 1066, 2008;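 active = inhibition above a set limit, the median over all tested compounds plus 3 SD, cut at about 9.5% in these data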;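 note: enzyme runs in reverse so mevalonate oxidation gives rising NADPH absorbance; 0% = complete reaction with DMSO and 100% = background rate lacking mevalonate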
Starred values were filed as active, the others as inactive; x = not tested or not shown.

SMILES | Hsp70 activator | STAT3 blocker | TLR4-MyD88 BLA | STAT3 activator | NF-kB neuron act | DTT redox prof | STAT1 blocker | APP 5'UTR act | STAT1 activator | Efa HMGR inh
COc1cc(-c2nnc(-c3cc(OC)c(OC)c(OC)c3)o2)cc(OC)c1OC | -0.4 | -1 | -9 | 102 | 0.45 | 1.3 | 5 | -7 | 102 | 5
COc1ccc(/C=N/NC(=O)c2ccc(NC(=O)c3cccc([N+](=O)[O-])c3)cc2)c(OC)c1 | 0.1 | -6 | -1 | 108 | 0.74 | -0.6 | 2 | 16 | 97 | -1
Cc1ccc(NC(=O)C(OC(=O)c2ccc(O)cc2)c2ccccc2)cc1Cl (stereo not drawn) | -0.1 | 0 | -15 | 101 | 0.99 | 0.1 | -13 | -6 | 112 | -1
O=[N+]([O-])c1cccc(Cl)c1NCCNc1ncc(C(F)(F)F)cc1Cl | -0.5 | 20 | -1 | 84 | 1.1 | 2.1 | -2 | 17 | 102 | 2
COc1ccc2cc(N=Cc3nc(-c4ccc(C)cc4)oc3O)cnc2c1 | -0.2 | 10 | -3 | 95 | 1 | -1.9 | 0 | 3 | 100 | -4
CCCCC(=O)Nc1ccc(NC(=O)CC)cc1OC | -0.4 | 13 | -3 | 88 | 1.3 | 0.4 | -12 | 31 | 111 | -1
O=C(O)C1CC=CCC1C(=O)Nc1ccccc1C(=O)N1CCN(c2ccc(Cl)cc2)CC1 (stereo not drawn) | -0.2 | 0 | 1 | 105 | 0.96 | -0.7 | 4 | -10 | 95 | -2
CC(C)NC1=C(Cl)C(=O)c2ccccc2C1=O | -0.1 | 15 | 4 | 92 | 0.68 | 0.4 | 3 | 1 | 97 | -8
Cc1cccc2c1CC(C)(C)N/C2=C\C(N)=O | -0.1 | 12 | 4 | 97 | 0.9 | -0.4 | 7 | 2 | 94 | 2
O=C(NCC1CCCO1)c1ccc(CS(=O)(=O)Cc2ccc(F)cc2)o1 (stereo not drawn) | -0.4 | 7 | -198 | 96 | 1 | -0.2 | 4 | -2 | 96 | 1
CCCN=Cc1sc2ccc(OCC)cc2c1O | 0.1 | 15 | -1 | 90 | 1.8 | 0.1 | -33 | 45 | 130* | -4
CCOC(=O)C1CNc2cc(S(=O)(=O)CC)ccc2O1 (stereo not drawn) | 0.1 | 3 | -7 | 102 | 1.1 | -0.4 | -2 | 17 | 102 | 4
CCOC(=O)C1(CC2CCCCO2)CCN(C(=O)Nc2cccc(SC)c2)CC1 (stereo not drawn) | 0.1 | 5 | 4 | 106 | 1.2 | -3.5 | -2 | -12 | 101 | -1
CNc1nc(Nc2ccc(Br)cc2)nc(N)c1[N+](=O)[O-] | 0.1 | -30 | -9 | 125 | 1.3 | 0.6 | -17 | 94 | 116 | -6
O=c1cc(-c2ccccc2)[nH]n1-c1nc2ccccc2[nH]1 | -0.1 | -53 | -2 | 155* | 1.1 | 0.5 | -14 | 7 | 113 | -4
O=C1C(Cl)=C(Nc2ccc(F)cc2)C(=O)N1CCc1ccccc1 | -0.5 | 6 | 6 | 96 | 1.8 | -0.3 | -22 | 15 | 120 | -4
CC(=O)c1ccc(S(=O)(=O)N2CCCCC2C(=O)O)cc1 (stereo not drawn) | -0.2 | -5 | -4 | 105 | 1 | -0.4 | -6 | 3 | 104 | -6
C(/CCc1ccccc1)=N\Nc1nc2ccccc2[nH]1 | 0.0 | -6 | -5 | 116 | 1.6 | -0.9 | -24 | 33 | 120 | -4
CC[n+]1ccccc1/C=C/c1ccc(N(C)C)cc1 | -0.2 | 68* | 7 | 43 | 0.71 | -0.1 | 31 | 2 | 70 | -6
Cc1ccc(CSCCNC(=O)/C=C/c2ccc(Cl)cc2)cc1 | 0.2 | -1 | -4 | 107 | 1.1 | 3.7 | -4 | -1 | 104 | -3
c1ccc(CSc2ncnc3c2cnn3-c2ccccc2)cc1 | 0.0 | 6 | 2 | 93 | 1.3 | 0.3 | -3 | 44 | 105 | 1
C#CCNC(=O)C1=C[C@@H](c2ccccc2)C[C@@H](OCc2ccc(CO)cc2)O1 | -0.3 | x | -7 | x | 0.95 | -0.5 | 2 | -17 | 100 | 2
CCCS(=O)(=O)NCCc1cc2ccc(C)cc2[nH]c1=O | 0.0 | 9 | -13 | 95 | 1.2 | -0.9 | -2 | 29 | 102 | 1
O=C(CSc1cn(CCNC(=O)c2ccc3ccccc3c2)c2ccccc12)NCc1ccco1 | -0.1 | -5 | -1 | 109 | 0.42 | -0.3 | -4 | -2 | 104 | -3
O=C(CSCC(=O)OCC(=O)c1ccc(Br)cc1)Nc1ccc(Br)cc1 | -0.3 | 3 | -1 | 104 | 0.96 | -5.0 | 6 | -19 | 94 | 1

Quoted from the listing.
Result of `C#CCNC(=O)C1=C[C@@H](c2ccccc2)C[C@@H](OCc2ccc(CO)cc2)O1` in STAT1 blocker: 2
Result of `c1ccc(CSc2ncnc3c2cnn3-c2ccccc2)cc1` in TLR4-MyD88 BLA: 2

The list continues:
SMILES | Hsp70 activator | STAT3 blocker | TLR4-MyD88 BLA | STAT3 activator | NF-kB neuron act | DTT redox prof | STAT1 blocker | APP 5'UTR act | STAT1 activator | Efa HMGR inh
CC(NS(=O)(=O)c1ccc(Br)cc1)C(N)=O (stereo not drawn) | -0.3 | 2 | 10 | 101 | 1.1 | 0.9 | 6 | -4 | 89 | -1
O=[N+]([O-])c1c(NCCO)cc(N2CCCCC2)c2nonc12 | 0.1 | 5 | -8 | 97 | 1.1 | -0.5 | 7 | 11 | 92 | -3
CC(=O)c1c(C)n(-c2ccccc2)c2ccc(OCC(N)=O)cc12 | 0.0 | -3 | 3 | 106 | 1.2 | -0.2 | -4 | -9 | 102 | 2
COc1ccc(N(CC(=O)Nc2ccc(S(=O)(=O)N3CCCC3)cc2)S(C)(=O)=O)cc1OC | -0.3 | 9 | -1 | 96 | 0.83 | -2.0 | 4 | -3 | 98 | 4
O=C(NCCN1CCN(c2ccccc2)CC1)C1(S(=O)(=O)c2ccc(Cl)cc2)CC1 | -0.5 | -2 | -7 | 102 | 0.94 | -0.1 | 4 | 42 | 97 | 4
CC(C)C(=O)Nc1ccc(S(=O)(=O)Nc2ccccn2)cc1 | 0.1 | 2 | -2 | 100 | 1 | -0.7 | 6 | 18 | 95 | 0
COc1ccc(C2C(C(=O)N3CCN(c4ccccc4F)CC3)c3ccccc3C(=O)N2C)cc1 (stereo not drawn) | -0.1 | 8 | -9 | 96 | 0.49 | 0.0 | -1 | -4 | 101 | -1
O=C(Nc1cccc(Cl)c1)N(Cc1nc2ccccc2c(=O)[nH]1)C1CCCC1 | -0.3 | -2 | 12 | 110 | 0.86 | 1.6 | -4 | 6 | 104 | 0
CC(=O)c1sc(NC(=O)CN2C(=O)CCC2=O)nc1C | 0.1 | 11 | -1 | 93 | x | 1.4 | -1 | 53 | 101 | x
CCC(C)(C)n1nnnc1C(c1ccc(O)c(OC)c1)N1CCc2ccccc2C1 (stereo not drawn) | -0.4 | -3 | -1 | 106 | 0.97 | 0.5 | 4 | 10 | 97 | -3
Cc1c(-c2ccc(F)cc2)[n+](=O)c(-c2ccc(F)cc2)c(C)n1[O-] | -0.1 | -8 | -5 | 107 | 1.4 | 0.2 | -5 | -2 | 105 | -7
CCc1ccc(OC)c(-c2csc(N)n2)c1 | -0.4 | 0 | -2 | 101 | 1.1 | -0.7 | -8 | 28 | 108 | -7
CCOc1cc(C2NC(=O)NC(O)(C(F)(F)F)C2C(=O)c2ccc(Cl)cc2)ccc1O (stereo not drawn) | 0.2 | 7 | 2 | 99 | 1.1 | 1.4 | 1 | 11 | 99 | -4
COc1ccc(NC(=O)CNS(=O)(=O)c2ccc3nc(C)sc3c2)c(OC)c1 | 0.2 | 0 | -5 | 101 | 1.1 | -1.0 | 1 | -3 | 99 | -2
COc1ccc(/C=N/NC(=O)c2ccncc2)cc1CN1CCCc2ccccc21 | -0.5 | -4 | -17 | 109 | 1.1 | -0.4 | 1 | -9 | 98 | -4
COc1cc(S(=O)(=O)Nc2ccc(C)cc2)ccc1NC(=O)c1ccncc1 | -0.3 | -1 | -3 | 102 | 1.1 | -0.3 | -3 | 2 | 103 | -2
NNC(=O)c1cnn(-c2ccccc2)c1-n1cccc1 | 0.0 | 1 | -3 | 101 | 1 | -1.2 | 3 | -25 | 96 | 1
COc1cc(/C=C2/SC(=S)N(CC(=O)Nc3nc4ccccc4s3)C2=O)cc(OC)c1OC | 0.1 | 1 | 4 | 108 | 1.1 | 2.1 | -3 | 26 | 103 | 0
CC(=O)c1sc(Nc2ccc(C)cc2)nc1C | 0.1 | 8 | -1 | 101 | 0.98 | -0.4 | -5 | 10 | 105 | -3
CCc1ccc(S(=O)(=O)ON2C(=O)c3ccccc3C2=O)cc1 | 0.0 | 0 | 6 | 104 | 1.1 | -0.5 | -1 | -24 | 100 | -1
COc1cc(C2NC(C(=O)O)CS2)ccc1OCc1ccccc1C#N (stereo not drawn) | -0.1 | 4 | 4 | 102 | 1.2 | -1.8 | 1 | 18 | 100 | 0
CN1CCN(C(=O)CSc2nc(-c3ccco3)cc(C(F)(F)F)n2)CC1 | -0.1 | 0 | 1 | 102 | 1.1 | -0.3 | 8 | 27 | 92 | -2
Cc1cc(C)n2nc(SCc3nnc(SCCCCl)o3)nc2n1 | 0.1 | 0 | 2 | 104 | 0.92 | -4.3 | 12 | 6 | 89 | 4
COc1ccc(S(=O)(=O)NCCC(=O)NCc2ccccc2)cc1 | -0.1 | 8 | -2 | 96 | 1.1 | -3.2 | 9 | -6 | 91 | 0
Cc1ccc(S(=O)(=O)N(C)CC(=O)OCC(=O)N2CCCC2=O)cc1 | -0.2 | 1 | 1 | 102 | 0.81 | -1.2 | -5 | 28 | 103 | -5
Cc1ccc(NCc2ccccc2)cc1 | -0.2 | 0 | 1 | 102 | 1 | 0.0 | -23 | 22 | 120 | 2
O=C1CS/C(=C/C(=O)c2cccc(Cl)c2)N1 | -0.3 | -2 | 6 | 103 | 1.2 | -1.5 | 6 | 14 | 94 | -4
NC1=NC(=O)C(CC(=O)NCc2ccccc2)S1 (stereo not drawn) | -0.2 | -2 | 4 | 106 | 1.1 | -0.1 | 6 | -10 | 96 | 0
Cc1cc(C)n(-c2ncnc3sc4c(c23)CC(C)CC4)n1 (stereo not drawn) | -0.3 | 7 | -4 | 103 | 1.1 | 1.9 | -6 | 0 | 106 | -3

Printed as active in STAT3 activator, of those listed so far:
structure,Hsp70 activator,TLR4-MyD88 BLA,STAT3 activator,NF-kB neuron act,DTT redox prof,STAT1 blocker,APP 5'UTR act,STAT1 activator,Efa HMGR inh
O=c1cc(-c2ccccc2)[nH]n1-c1nc2ccccc2[nH]1,-0.1,-2,155*,1.1,0.5,-14,7,113,-4
